Hsp70 act: Hsp70 transcriptional activators, primary screen, cell-based, HeLa, Hsp70 promoter luciferase, luminescence, 10 µM; HeLa Hsp70 promoter luciferase reporter; scaled: vehicle 0, proteasome-inhibitor control 100%; activation, % at 10 µM; 200,000 tested, 0.04% active; AID 1203, 2008;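 active = activation above the mean across all tested compounds plus 3 SD, cutoff set per campaign, cut at about 5.5% in these data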;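 also: 100% = MG132 at 30 µM as the positive control and 0% = DMSO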
Lmaj promast: Leishmania major promastigote growth inhibition, primary screen. Leishmania major promastigotes, resazurin fluorescence viability. inhibition, % at 10 µM. 200,000 tested, 9% active;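 also: promastigotes grown with compound for 44 hours at 28 °C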
G6PDH CS: L. mesenteroides G6PDH inhibitors, counter-screen for G6PDH-coupled screening assays, biochemical, Leuconostoc mesenteroides enzyme; glucose-6-phosphate dehydrogenase [Leuconostoc mesenteroides]; AID 1020, 2008; Purified L. mesenteroides G6PDH, diaphorase/resazurin coupled fluorescence, 45 min; 200,000 tested, 0.12% active; inhibition, % at 5 µM
RAM network inh: inhibitors of the yeast RAM network, primary screen, dse1pr::URA3 reporter, 5-FOA selection | S. cerevisiae dse1pr::URA3 reporter, 5-FOA growth OD615, 2 d; analog-sensitive cbk1-as2 kinase mutant strain | inhibition, % at 50 µM | 190,000 tested, 1.8% active;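 active = inhibition above a set limit, 3 SD over mean compound inhibition, cut at about 8.4% in these data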;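 also: 0% = DMSO-only wells with no growth and 100% = 10 µM 1-NA-PP1 full growth; inhibition rescues growth on 5-FOA so higher OD means more RAM inhibition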
PMI act hi M6P: human PMI activators, high substrate, primary screen, biochemical, fluorescence intensity, near-saturating mannose 6-phosphate; Mannose-6-phosphate isomerase (Homo sapiens), P34949; coupled PMI enzyme assay, resazurin fluorescence, 20 min; stronger effect = higher value; 1 = untreated enzyme, 0 = substrate-free blank; activation factor at 20 µM; 190,000 tested, 0.34% active;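 active = activation factor of 2 or more at 20 µM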
Target sequence (P34949 whole entry, looked up): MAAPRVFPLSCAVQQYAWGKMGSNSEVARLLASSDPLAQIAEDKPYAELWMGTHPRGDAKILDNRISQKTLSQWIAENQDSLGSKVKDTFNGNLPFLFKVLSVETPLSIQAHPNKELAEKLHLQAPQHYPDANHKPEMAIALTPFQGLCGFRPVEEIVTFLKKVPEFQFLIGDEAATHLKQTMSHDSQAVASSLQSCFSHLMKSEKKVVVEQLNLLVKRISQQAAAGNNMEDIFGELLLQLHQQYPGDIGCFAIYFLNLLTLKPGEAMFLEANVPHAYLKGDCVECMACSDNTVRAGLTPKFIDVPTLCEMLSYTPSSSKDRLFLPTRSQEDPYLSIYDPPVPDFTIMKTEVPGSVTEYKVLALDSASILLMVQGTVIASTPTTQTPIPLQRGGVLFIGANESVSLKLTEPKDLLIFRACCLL
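Test system: human PMI in coupled enzyme assay; Input: PMI at 15 ng/mL final; Medium: HEPES buffer, pH 7.4; Schedule: 20 min incubation at room temperature; Technique: resorufin fluorescence at Ex 544/Em 590 nm; Compound: 20 µM single dose; Probe or stimulus: Near-saturating mannose-6-phosphate, 1.0 mM.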
DTT redox prof: compounds producing H2O2 with reducing agent – biochemical, NIH compound library profiling, artefact control for MLSCN library redox annotation, primary screen; DTT-dependent redox cycling H2O2, phenol red/HRP absorbance; 100% = 100 µM peroxide control, 0% = buffer; activation, % at 10 µM; 200,000 tested, 0.03% active; AID 878, 2007;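 active = activation of at least 50% relative to the plate's high and low controls in the primary single-dose screen; inactive = activation below 50%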;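 also: compound incubated with DTT at 0.8 mM final as the reducing agent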
S1P3 antagonist: S1P3 receptor antagonists, primary screen, cell-based. inhibition, % at 4.98 µM. CHO S1P3 NFAT-BLA reporter, FRET fluorescence, antagonist mode. 170,000 tested, 0.27% active. Sphingosine 1-phosphate receptor 3 (Homo sapiens), Q99500;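 active = inhibition above the plate cutoff, the mean inhibition of test wells on that plate plus 3 SD, cut at about 28% in these data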;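 also: cells challenged with S1P at its EC80 of 0.8 µM; blue over green emission ratio from cleaved BLA substrate after 4 h stimulation; 0% = S1P-stimulated wells and 100% = unstimulated DMSO-only wells; some compounds past the cut are filed as inactive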
Target sequence (Q99500 whole entry, looked up): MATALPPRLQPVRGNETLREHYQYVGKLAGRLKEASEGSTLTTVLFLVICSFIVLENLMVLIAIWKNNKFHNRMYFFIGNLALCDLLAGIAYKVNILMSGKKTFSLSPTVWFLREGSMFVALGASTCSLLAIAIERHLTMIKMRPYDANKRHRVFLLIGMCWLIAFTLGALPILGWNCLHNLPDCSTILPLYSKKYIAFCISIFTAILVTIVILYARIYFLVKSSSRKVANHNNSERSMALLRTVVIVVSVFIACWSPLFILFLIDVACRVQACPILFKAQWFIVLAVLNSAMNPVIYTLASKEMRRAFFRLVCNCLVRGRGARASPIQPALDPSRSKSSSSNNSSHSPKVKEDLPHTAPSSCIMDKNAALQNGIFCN
Diaph act CS: compounds boosting diaphorase resazurin reduction – biochemical, uHTS, resorufin fluorescence, counter-screen for diaphorase-coupled primary assays, primary screen. Diaphorase/resazurin coupled assay, 16 min; stronger effect = higher value; 1 = vehicle wells, 0 = NADH-free wells. activation factor at 20 µM. 190,000 tested, 0.005% active;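 active = diaphorase activity raised at least twofold by the compound at 20 µM; inactive = activation factor below 2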
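Material: Purified diaphorase enzyme from Clostridium kluyveri | Buffer or medium: 50 mM HEPES pH 7.4 with 4.542 mM MgCl2, 0.005% Tween 20 | Times: 16 min enzyme reaction, ambient temperature | Signal: Red resorufin fluorescence at 544/590 nm excitation/emission | Measure: Increased resorufin signal from activators or reducing compounds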
Diaphorase inh: diaphorase inhibitors and chemical oxidizers, primary screen, counter-screen for diaphorase-coupled primary assays, biochemical, uHTS, resorufin fluorescence. diaphorase resazurin-to-resorufin fluorescence, NADH, 16 min; bacterial (C. kluyveri) enzyme, not human. inhibition, % at 20 µM. 190,000 tested, 0.69% active. AID 1217, 2008;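 active = primary screen inhibition at 20 µM above a set limit, cut at about 50% in these data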;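 also: plate controls were DMSO with full reaction for no effect and wells lacking NADH for full effect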
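Assay system: diaphorase enzyme from Clostridium kluyveri; Input: enzyme working solution with 0.14 U/mL diaphorase; Timing: 16 min at room temperature; Technique: resorufin fluorescence, excitation 544 nm, emission 590 nm; Benchmarks: positive control minus NADH, DMSO neutral control.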
TLR4 MyD88 comp: inhibitors of TLR4-MyD88 association in cells, primary screen, cell-based, HeLa CL3-4, BLA complementation, FRET ratio; 200,000 tested, 0.18% active; HeLa CL3-4 TLR4/MyD88 BLA complementation; Toll-like receptor 4 (Homo sapiens) + Myeloid differentiation primary response protein …; inhibition, % at 8.4 µM; in the data active = inhibition above about 25%;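 also: 0% = vehicle and 100% = reference inhibitor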
PMI act: activators of human PMI, primary screen, biochemical, fluorescence intensity, near-Km mannose 6-phosphate | Mannose-6-phosphate isomerase (Homo sapiens), P34949 | purified human PMI, coupled resazurin fluorescence, 20 min; stronger effect = higher value; 1 = vehicle control, 0 substrate-free wells | activation factor at 20 µM | 190,000 tested, 0.005% active;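 active = activation factor of 2 or more at 20 µM, relative to plate controls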
* marks the source's active call; other numbers are inactive results; x = no result given. Rule as the data show it, unless noted: active = inhibition above about 50%; inactive = the rest.

smiles	G6PDH CS	Diaph act CS	PMI act hi M6P	DTT redox prof	RAM network inh	Hsp70 act	TLR4 MyD88 comp	PMI act	Lmaj promast	S1P3 antagonist	Diaphorase inh
Cc1ccc(NC(=O)c2ccc(Cn3cc(Br)cn3)o2)cc1	4	0.9	0.8	0.6	-2.2	0.3	-9	0.9	19	x	12
O=C(NCCN1CCOCC1)c1c(F)c(F)c(F)c(F)c1F	-12	0.8	0.9	0.3	3.5	0.1	-2	0.9	-4	-38	16
COCCN(C(=O)CSc1nnc(C)n1-c1ccccc1)c1c(N)n(Cc2ccccc2)c(=O)[nH]c1=O	9	1	1.1	-0.2	1.2	-0.2	2	1.1	-2	-5	-1
COc1ccc(OCCC(=O)OCC(=O)NCc2ccc(F)cc2)cc1	-3	0.9	1	-0.3	3.0	0.0	-1	1	1	-2	10
Cc1ccc(-c2nn3c(C)nnc3s2)cc1N	0	0.9	0.9	1.9	1.0	-0.1	-13	0.9	-2	-1	15
COc1ccc(-c2cc(C(F)(F)F)n3nc(C(=O)Nc4c(C)n(C)n(-c5ccccc5)c4=O)c(Cl)c3n2)cc1	3	0.9	0.9	-1.8	7.0	0.0	-14	0.9	-7	-13	10
CSc1nc(C)c2c(n1)N(c1ccc(F)cc1)CC2	4	0.9	1	-3.8	1.5	-0.3	0	1	-7	x	5
OC(Cc1nc2ccccc2[nH]1)c1ccccc1Cl (stereo unspecified)	1	1	1.1	4.2	0.8	0.4	-8	1.1	10	-7	-4
CCOC(=O)CC(NC(=O)c1ccc(C)cc1)c1ccc(OC)cc1 (stereo unspecified)	1	0.9	1	0.0	4.1	-0.1	-3	1	7	-1	6
O=C(O)CCCCCN1C(=O)CCC1=O	1	0.8	1	0.1	1.8	-0.4	-6	0.9	0	x	16
O=C(NC1=NCCS1)c1cc2ccccc2o1	-4	0.9	1.1	3.2	2.9	-0.3	-1	1	-3	-5	6
Cc1ccccc1NC(=O)c1cccc(S(C)(=O)=O)c1	3	0.8	1	-0.3	0.9	-0.1	-4	1	-13	-19	16
O=C(CCCn1c(=S)[nH]c2cc3c(cc2c1=O)OCO3)NC1CC1	4	0.9	1	1.9	2.5	-0.1	-12	1.1	14	x	11
COc1ccc(CNC(=O)C2CCC(CNS(=O)(=O)c3cccc4nsnc34)CC2)cc1 (stereo unspecified)	-1	0.9	0.9	-1.1	4.1	-0.1	9	1	-6	x	7
COc1ccc(-c2csc(NC(=O)Cc3cccc4ccccc34)c2C(=O)O)cc1	3	0.9	1	0.9	2.5	0.1	-1	1	-7	-7	11

A second format for two compounds above.
Under each structure – G6PDH CS	Diaph act CS	PMI act hi M6P	DTT redox prof	RAM network inh	Hsp70 act	TLR4 MyD88 comp	PMI act	Lmaj promast	S1P3 antagonist	Diaphorase inh
CCOC(=O)CC(NC(=O)c1ccc(C)cc1)c1ccc(OC)cc1 (stereo unspecified)
  1	0.9	1	0.0	4.1	-0.1	-3	1	7	-1	6
CSc1nc(C)c2c(n1)N(c1ccc(F)cc1)CC2
  4	0.9	1	-3.8	1.5	-0.3	0	1	-7	x	5

The results go on.
smiles	G6PDH CS	Diaph act CS	PMI act hi M6P	DTT redox prof	RAM network inh	Hsp70 act	TLR4 MyD88 comp	PMI act	Lmaj promast	S1P3 antagonist	Diaphorase inh
O=C(NCc1ccc2c(c1)OCO2)c1ccccc1	4	0.9	1	-0.6	4.5	0.3	-7	1	-1	-2	7
CS(=O)(=O)Nc1ccccc1C(=O)N1CCCC1	2	0.8	1	-0.2	0.9	-0.1	-2	0.9	-3	x	18
Cc1cc(C)nc(SCc2ccc(C(=O)N/N=C/c3ccco3)cc2)n1	-4	1	1.1	-1.6	2.5	-0.4	0	1.2	-3	-3	2
O=C(CCl)NNc1cccc(Cl)n1	8	1	1.2	3.0	1.2	-0.5	4	1.2	17	x	4
COC(=O)c1ccc(COC(=O)CNS(=O)(=O)c2ccccc2)cc1	5	0.9	1	-0.2	4.8	-0.5	4	1	-5	-5	6
CCOc1ccc(S(=O)(=O)N(C)c2ccc(OCC(=O)N3CCOCC3)cc2)cc1	2	0.9	1.1	0.1	1.4	-0.3	13	1	-1	x	7
COC(=O)c1ccc(N/C(=N/S(=O)(=O)c2ccccc2)c2ccccc2)cc1	-21	0.9	0.9	0.0	1.7	-0.3	-13	0.9	11	0	11
O=C(CSc1nnc(-c2n[nH]c3ccccc23)n1-c1ccccc1)Nc1cccc(Cl)c1	-4	0.9	1	1.6	8.8*	0.0	-13	1.1	3	15	6
C=C(C)c1cccc(C(C)(C)NC(=O)NC(c2ccccc2)c2ccc(OC)cc2)c1 (stereo unspecified)	-5	0.9	0.9	-0.7	5.4	-0.2	6	0.7	98*	18	13
COc1ccc(CNC(=O)c2cc3c(=O)n4ccccc4nc3n(Cc3cccnc3)c2=N)cc1	-2	1.1	1	-0.1	0.3	-0.6	-6	1	9	-30	-10
COc1ccc(Cl)cc1N1C(=O)[C@@H]2C(c3cccc(OC)c3OC)=NO[C@@H]2C1=O	1	0.8	1	1.2	2.9	0.0	-1	1	-7	10	16
Fc1ccc(-c2n[nH]c(=S)n2-c2ccc3c(c2)OCCO3)cc1	16	0.7	0.9	0.1	-0.1	-0.1	-9	0.9	-4	-22	31
O=C1C2C3C=CC(C3)C2C(=O)N1Nc1c(Cl)cc(Cl)cc1Cl (stereo unspecified)	3	0.9	1	0.1	-0.5	-0.2	-11	1	2	-20	8
CCOP(=O)(c1ccccc1)C(O)c1ccc(F)cc1 (stereo unspecified)	12	0.9	1	-0.3	3.1	-0.3	-8	1	-6	-3	12
Cc1ccc(S(=O)(=O)N/N=c2\oc3ccccc3cc2C(=O)Nc2cccc(C)c2)cc1	9	0.8	0.9	-0.2	3.5	-0.4	-1	1	71*	4	15
COc1cccc(NC(=O)C2CCN(Cc3cnn(-c4ccccc4)c3-n3cccc3)CC2)c1	5	1	1.1	0.0	-0.4	-0.1	-6	1	35	x	-4
CC(C)(C)c1cc(NC(=O)C2CCCO2)no1 (stereo unspecified)	-17	0.9	0.9	0.3	-0.6	-0.3	-9	1	-3	22	6
Nc1ccccc1C#Cc1ccccc1	7	0.8	0.9	-6.0	1.0	0.1	-1	0.9	1	x	20
O=C(CCc1nnc(C2CCCCC2)o1)N1CCN(C2CCCCC2)CC1	17	0.9	0.9	-1.0	0.1	0.1	-12	0.9	0	-5	8
O=C(/C=C/c1cccc([N+](=O)[O-])c1)N1CCN(S(=O)(=O)c2cccs2)CC1	1	0.9	1	0.4	-1.3	0.1	3	1	66*	-13	11
O=C(Oc1ccc2c(=O)c(Cl)coc2c1)c1cccnc1	0	1	1	0.4	0.3	-0.1	3	1	-4	x	0
COc1ccc(/C=N/NC(=O)c2ccc3ccccc3c2)cc1OS(=O)(=O)c1ccc(NC(C)=O)cc1	2	0.8	0.9	-5.7	3.5	-0.1	-9	0.9	11	x	17
O=C(CSc1nnc(-c2ccccc2)n1-c1ccccc1)c1ccc[nH]1	-17	0.9	0.9	-0.2	4.6	-0.4	11	0.9	-4	-6	7
O=C(COc1ccc(Cl)cc1Cl)NC(=S)Nc1ccccc1C(=O)O	8	0.5	0.9	-0.8	4.3	-0.2	-3	0.9	-6	-5	53*
C=CCn1c(SCc2nc3ccccc3nc2C)nnc1-c1ccoc1C	6	0.7	1.1	2.7	4.5	1.3	14	1	6	4	25
Cc1ccc(-c2ccc(/C=C/C(=O)c3ccccc3)o2)cc1	-7	0.8	1	0.1	7.6	0.0	9	0.9	89*	-4	19
CCOC(=O)c1nc(Nc2ccc(C(C)=O)cc2)c2ccccc2n1	4	0.9	1	0.3	2.2	-0.1	-20	1	5	-3	7
Cc1ccc(S(=O)(=O)N(CC(O)CN2CCOCC2)c2cc(Cl)ccc2Cl)cc1 (stereo unspecified)	10	0.8	0.9	-3.7	1.6	-0.3	6	0.9	48	x	20
Cc1csc(NC(=O)C2CCCO2)n1 (stereo unspecified)	-1	0.9	0.9	3.2	-1.3	0.0	-10	0.9	-7	5	12
O=C(Nc1cccc(Cl)c1)N1CCC(CO)(CCOc2ccccc2)CC1	7	0.8	0.9	-1.0	0.8	0.1	0	0.9	6	10	19
Cc1cnc(NC(=O)Cc2cccs2)s1	0	1.1	1.1	0.0	-0.2	-0.1	-11	1.1	8	-9	-13
Cc1ccc(S(=O)(=O)N/N=C\c2ccc([N+](=O)[O-])o2)cc1	-10	0.8	2.1*	-0.4	-0.5	-0.3	14	1.5	87*	x	23
O=C1CN(c2nnnn2-c2ccccc2)CCN1	11	1.1	1.2	2.9	1.5	0.0	8	1.2	-3	x	-15
COCCN1C(=O)c2oc3cc(C)c(C)cc3c(=O)c2C1c1cccc(O)c1 (stereo unspecified)	x	x	x	-0.2	x	0.2	-6	x	2	-33	x
CCOC(=O)c1sc(N)c(C#N)c1COC(=O)CNC(=O)c1cc(OC)c(OC)c(OC)c1	1	0.9	1	0.1	1.9	-0.2	-4	1	0	x	8
CCCc1nc2oc(C(=O)c3ccccc3)c(N)c2c2c1COC(C)(C)C2	7	1	1.3	0.2	3.0	-0.1	14	1.2	1	x	-3
COC(=O)C1=CN(Cc2cccs2)C=C(C(=O)OC)C1c1cccc(Cl)c1	-1	0.6	0.8	0.1	13*	-0.2	10	0.8	-2	6	36
CCCCN(NC(C)=O)c1nc(Cl)nc(NC(C)C)n1	4	0.9	1	0.2	0.0	-0.4	7	1	-2	x	8
